SKKanGAS inh – blocks kanamycin growth of S. pyogenes SKKanGAS strain; BacTiter-Glo, 6 h; inhibition, % at 7.5 µM; hit rate 1.3% among 300,000; AID 1662;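 active = mean replicate score, as percent of positive control median, at least 50; inconclusive = mean below 50 but one replicate at or above 50; inactive = mean and every replicate below 50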;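 also: strain carries kanamycin resistance gene driven by streptokinase promoter and grows in 40 µg/ml kanamycin; loss of luminescence reflects streptokinase promoter inhibition or plain growth inhibition; 0% = median of DMSO wells and 100% = positive control at its reference dose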
MrgX1 antagonist – human MrgX1 receptor antagonism, primary screen; Q96LB2; MRGX1-HEK293 calcium flux, Fluo-4, BAM8-22 antagonism; stronger effect = lower value; B-score at 10 µM; hit rate 1.3% among 310,000; AID 588676;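 active = calcium-response B-score plate-corrected more than 3 library SD below zero, starting fluorescence within 5 deviations, no agonist response on first addition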;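 also: peak minus trough fluorescence over baseline after final BAM8-22 challenge near maximal dose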
Target sequence (Q96LB2 whole entry, looked up): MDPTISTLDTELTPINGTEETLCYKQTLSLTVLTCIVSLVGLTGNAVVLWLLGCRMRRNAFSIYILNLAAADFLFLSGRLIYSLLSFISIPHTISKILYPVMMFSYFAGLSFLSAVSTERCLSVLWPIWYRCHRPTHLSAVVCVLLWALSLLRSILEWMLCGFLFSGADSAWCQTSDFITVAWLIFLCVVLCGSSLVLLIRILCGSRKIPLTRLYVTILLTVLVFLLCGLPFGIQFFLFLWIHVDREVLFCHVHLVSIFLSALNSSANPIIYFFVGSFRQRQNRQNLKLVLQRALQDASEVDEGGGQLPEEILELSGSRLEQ
TRPC4 inh – TRPC4 (mouse) channel inhibition; Q9QUQ5; HEK293 TRPC4beta/mu-opioid, DAMGO-evoked Fluo4 calcium flux; stronger effect = lower value; B-score at 10 µM; hit rate 0.39% among 300,000; AID 2247;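 active = B-score over 3 SD under the library average, no early fluorescence shift, positive overall ratio signal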
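Material: HEK293 cells with stable TRPC4beta plus mu-opioid receptor expression / Probe or stimulus: DAMGO in two steps, submaximal then maximal / Compound: single concentration per test compound / Technique: kinetic Fluo4 fluorescence imaging of calcium influx / Read-out: per-well B score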
TRPC4 agonist – activators of mouse TRPC4 channel | B-score at 10 µM | Q9QUQ5 | AID 2237 | HEK293 TRPC4beta/mu-opioid, Fluo4 calcium fluorescence; stronger effect = higher value | hit rate 0.49% among 310,000;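 active = B-score above 5 SD of library B-scores, and initial fluorescence ratio not above library mean plus 5 SD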;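 also: positive B-score marks a calcium rise read as TRPC4 activation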
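system = HEK293 cells stably co-expressing mouse TRPC4beta and mu-opioid receptor | schedule = Fluo4 dye loading 45 min at room temperature, 110 s recording | measure = B-scored integrated calcium fluorescence ratio | signal = Fluo4 calcium-sensitive dye fluorescence, kinetic, 1 Hz baseline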
TRPC6 inhibitor – blocks the mouse TRPC6 cation channel; Q61143; HEK293-TRPC6, membrane potential dye, ACh-evoked depolarization; stronger effect = lower value; B-score at 10 µM; hit rate 1.1% among 310,000;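 active = B-score under library mean minus 3 SD, initial fluorescence not abnormally high, positive integrated signal ratio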;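 also: B-score derived from integrated fluorescence ratio over the kinetic read; more negative B-score means stronger inhibition of depolarization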
TRPC4 PAM – allosteric potentiators of mouse TRPC4 channel | Q9QUQ5 | HEK293 TRPC4beta/mu-opioid, DAMGO EC20, Fluo-4 Ca2+ flux; stronger effect = higher value | B-score at 10 µM | hit rate 0.42% among 310,000 | AID 2227;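 active = B-score of calcium response area above 5 SD of library B-scores, with initial fluorescence ratio within 5 SD of library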;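 also: B-score of integrated fluorescence ratio over time as area under calcium response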
TRPC6 activator – activators of mouse TRPC6 channel. B-score at 10 µM. Q61143. HEK293-TRPC6 membrane potential dye fluorescence; stronger effect = higher value. hit rate 0.13% among 310,000. AID 2550;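 active = B-score of the integrated fluorescence ratio above library mean plus 3 SD, and starting fluorescence ratio within library mean plus 5 SD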;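 also: higher score means more depolarization so channel activation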
MrgX1 allo act – allosterically activates human MrgX1 receptor signaling. Q96LB2. MrgX1-HEK293, Fluo-4 calcium flux, FDSS; stronger effect = higher value. B-score at 10 µM. hit rate 0.63% among 310,000. AID 588675;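 active = plate-corrected calcium response at least 3 library SD above typical, normal starting fluorescence, not activating the receptor alone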;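 also: compound read alongside a low EC10 to EC30 dose of BAM8-22 agonist; peak minus trough fluorescence over baseline measured at the second addition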
MrgX1 ag – activates human MrgX1 receptor signaling; Q96LB2; MrgX1-HEK293 cells, Fluo-4 calcium fluorescence, agonist mode; stronger effect = higher value; B-score at 10 µM; hit rate 0.44% among 310,000;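 active = calcium response B-score plate-corrected fluorescence ratio at least 3 library SD, with starting fluorescence B-score inside 5 SD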
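Assay system: MrgX1-expressing HEK293 cells / Amount: fifteen thousand cells per well / Doses: test compound in the initial addition of three / Timing: cells plated overnight, dye loaded 0.5 h 37 °C, 0.5 h room temperature / Technique: kinetic calcium dye fluorescence, Fluo-4 NW / Control set: positive and negative controls per plate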
ANO1 block – mouse TMEM16A channel inhibition, primary screen; Q8BHY3; HEK293 TMEM16A/YFP iodide influx fluorescence, ionomycin; normalized B-score (activity score, 25-100; higher = stronger inhibition) at 10 µM; hit rate 1.2% among 310,000;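 active = ratio plate-corrected score three or more library SD toward inhibition, starting fluorescence score within five deviations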;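 also: score derived from kinetic fluorescence span divided by baseline fluorescence per well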
ANO1 activ – activators or potentiators of mouse TMEM16A chloride channel. HEK293 TMEM16A/YFP-H148Q/I152L, iodide quench fluorescence; stronger effect = lower value. B-score at 10 µM. hit rate 0.3% among 340,000. AID 623877;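 active = fluorescence-ratio B-score plate-corrected deviation score at least 3 library SD below zero, with starting fluorescence score within 5 deviations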;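 also: channel opened by trigger with iodide after compound preincubation; score built on the fluorescence ratio of max minus min over baseline; more negative score means more quench and so TMEM16A activation or potentiation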
Numbers without * were called inactive; i = inactive; ? = inconclusive; · = no result given.

SMILES	SKKanGAS inh	MrgX1 antagonist	TRPC4 inh	TRPC4 agonist	TRPC6 inhibitor	TRPC4 PAM	TRPC6 activator	MrgX1 allo act	MrgX1 ag	ANO1 block	ANO1 activ
O=C(Nc1ccc(N2CCN(C(=O)c3cccs3)CC2)cc1)c1cccnc1	-2.9	i	i	i	i	i	i	i	i	i	i
CCCC(=O)Nc1ccc(Cl)c(NC(=O)c2ccco2)c1	-8.4	i	i	i	i	i	i	i	i	i	i
Cc1ccccc1-c1cc(C(=O)n2cccn2)c2cc(Cl)ccc2n1	8.4	i	i	i	i	i	i	i	i	25*	i
COc1cccc(-c2cc(C(=O)NCC3CCCO3)c3cc(Br)cc(C)c3n2)c1 (stereo unspecified)	?	i	i	i	i	i	i	i	i	i	i
CC[C@H](C)[C@@H]1NC(=O)c2cc([N+](=O)[O-])cc(F)c2OCC[C@@H](C(N)=O)NC(=O)[C@H](CCCCN)NC1=O	1.2	i	i	i	i	i	i	i	i	i	i
CCOC(=O)c1cccc(NC(=O)CN(C)S(=O)(=O)c2cnc[nH]2)c1	2.5	i	i	i	i	i	i	i	i	i	i
Cc1c(C(=O)O)oc2ccc(S(=O)(=O)NC3CCCCCCC3)cc12	4.5	i	i	i	i	i	i	i	i	i	i
Cc1n[nH]c(=O)c2c(NC(=O)CSc3ccc(F)cc3)oc(C)c12	-3.4	i	i	i	i	i	i	i	i	i	i
COc1ccccc1N1CN(Cc2ccccc2)CNC1=S	-1.0	i	i	i	i	i	i	i	i	i	i
O=C(CN1C2CCCC1CC(NC(=O)c1ccccc1)C2)Nc1ccccc1 (stereo unspecified)	-4.7	i	i	i	i	i	i	i	i	i	i
COC(=O)c1ccc(N=C2S/C(=C\c3cc(C)n(-c4cccnc4)c3C)C(=O)N2C)cc1	32.4	i	i	i	i	i	i	i	i	i	i
CCn1c2ccccc2c2nc3cc(OC)c(OC)cc3nc21	-7.7	i	i	i	i	i	i	i	i	i	i
O=C(CCC(=O)OCC(=O)c1ccc(F)cc1)NC1CCCCC1	2.3	i	i	i	i	i	i	i	i	25*	i
O=C(Nc1ccc2c(c1)OCO2)c1c(Cl)nc2sccn12	6.8	i	i	i	i	i	i	i	i	i	i
CN(CC(=O)Nc1ccc(Cl)cc1)CC(=O)Nc1cc(Cl)ccc1C#N	-4.6	i	i	i	i	i	i	i	i	i	i
CCCc1cc(=O)oc2cc(C)cc(OC(C)C(=O)NCc3ccncc3)c12 (stereo unspecified)	0.9	i	i	i	i	i	i	i	i	i	i
C[C@@H](C(=O)NCC1CC1)[C@H]1C[C@]1(C)[C@H](NC(=O)OCc1ccccc1)c1ccccc1	1.2	i	i	i	i	i	i	i	i	i	i
COc1cccc(CN2CCN(Cc3nc4c(s3)CCCC4)CC2CCO)c1 (stereo unspecified)	-7.9	i	i	i	i	i	i	i	i	i	i
COc1ccccc1C(=O)Nc1ccc(N2CCN(Cc3ccccc3)CC2)cc1	-3.7	i	i	i	i	i	i	i	i	i	i
O=C(Nc1ccccc1)C1CCCN(C(=O)c2ccc(Cl)cc2)C1 (stereo unspecified)	6.9	i	i	i	i	i	i	i	i	i	i
COCCNC(=O)c1ccc(CSc2nc3ccccc3s2)cc1	-3.6	i	i	i	i	i	i	i	i	i	i
Cn1c(SCC(=O)Nc2cccc3ccccc23)nc(O)cc1=O	?	i	i	i	i	i	i	i	i	i	i
O=C(CN1CCCCC1)Nc1scc2c1c(=O)oc1ccccc12	-4.8	i	i	i	i	i	i	i	i	i	i
O=C(N/N=C/c1ccccc1C(=O)O)C(=O)N1CCCCC1	2.9	i	i	i	i	i	i	i	i	i	i
COC(=O)c1ccccc1NC(=S)NC(=O)c1ccc2c(c1)OCO2	5.1	i	i	i	i	i	i	i	i	i	i
O=C(CCCC(=O)N(CC(=O)NC1CCCCC1)Cc1ccc2c(c1)OCO2)Nc1ccccn1	-6.2	i	i	i	i	i	i	i	i	i	i
COCCCn1c(-c2ccc(OC)cc2)nc2nc3ccccc3nc21	7.0	·	i	i	i	i	i	·	·	·	·
COC(=O)c1cc(S(=O)(=O)N2CCOCC2)ccc1Sc1ccccc1N	-1.9	i	i	i	i	i	i	i	i	i	i
CCC(=O)N=c1sc2ccccc2n1-c1ccccc1	-10.0	i	i	i	i	i	i	i	i	i	i
COC(=O)c1cc2c(N)c(C(=O)c3ccc(Cl)cc3)sc2nc1C(OC)OC	11.8	i	i	i	i	i	i	i	i	i	i
CCCSc1nnc(-c2ccccc2NC(=O)CC)c(=O)[nH]1	-1.7	i	i	i	i	i	i	i	i	i	i
CC(Sc1ccsc1[N+](=O)[O-])C(=O)N1CCN(c2ccccn2)CC1 (stereo unspecified)	-15.9	i	i	i	i	i	i	i	i	i	i
CCOC(=O)c1[nH]c2ccc(OCC)cc2c1NC(=O)CN1CCN(c2ccccc2)CC1	21.6	i	i	i	i	i	i	i	i	i	i
CC1Cn2c(nc3sc4c(c3c2=O)CC(C)(C)OC4)N1CCO (stereo unspecified)	1.8	i	i	i	i	i	i	i	i	i	i
N#C/C(=C\c1ccc(-c2ccc([N+](=O)[O-])cc2Br)o1)C(=O)N1CCN(c2ccccc2)CC1	18.9	i	i	i	i	i	i	i	i	i	i
COc1ccc(CC(=O)O/N=C(\N)Cc2cccc3ccccc23)cc1	-1.9	i	i	i	i	i	i	i	i	i	i
O=C(COC(=O)C1CCN(S(=O)(=O)c2cccs2)CC1)Nc1ccccc1Br	8.2	i	i	i	i	i	i	i	i	i	i
Cc1ccc(C(=O)NNC(=O)c2ccc(C)cc2)cc1	-9.3	i	i	i	i	i	i	i	i	i	i
S=C(NC1CCCCC1)N1CCc2[nH]c3ccccc3c2C1	46.5	i	i	i	i	i	i	i	i	i	i
CCS(=O)(=O)N1CCN(Cc2nc3ccccc3c(=O)[nH]2)CC1	-7.4	i	i	i	i	i	i	i	i	i	i
O=C(NN=C1CCCC1)c1cccc(O)c1	-2.5	i	i	i	i	i	i	i	i	i	i
COc1ccc(-n2nc(C(=O)NCC(=O)NCCc3ccc(OC)c(OC)c3)c3ccccc3c2=O)cc1	3.3	i	i	i	i	i	i	i	i	i	i
CNC(=O)CN(Cc1ccccc1)S(=O)(=O)c1ccc(Cl)cc1	0.1	i	i	i	i	i	i	i	i	i	i
C#Cc1ccc([C@@H]2C=C(C(=O)NC3CC3)O[C@H](OCc3ccc(CO)cc3)C2)cc1	4.8	i	i	i	i	i	i	i	i	i	i
Cc1nn(-c2ccccc2)c(Cl)c1/C=N/NC(=O)CNc1n[nH]c(=O)[nH]c1=O	-4.5	i	i	i	i	i	i	i	i	i	·
COc1cc(OC)cc(-c2cc3nc(C)c(CCC(=O)O)c(C)n3n2)c1	·	i	·	·	·	·	·	i	i	i	i
O=C(NNc1ncnc2c1cnn2-c1ccccc1)c1cccs1	-0.7	i	i	i	i	i	i	i	i	i	i
COc1ccc(NC(=O)C(CC(=O)O)Cc2ccc(Cl)cc2)cc1 (stereo unspecified)	5.8	i	i	i	i	i	i	i	i	i	i
Cn1c([N+](=O)[O-])cnc1N1CCN(c2nncs2)C1=O	0.4	i	i	i	i	i	i	i	i	i	i
O=C(CN(CC1CCCO1)C(=O)CCC(=O)Nc1ccccn1)NCC1CCCO1 (stereo unspecified)	0.2	i	i	i	i	i	i	i	i	i	i
COc1cc(/C=C/C(=O)O)cc(S(=O)(=O)Nc2ccccc2C(=O)NCCc2ccccc2)c1OC	5.3	i	i	i	i	i	i	i	i	i	i
CC(NC(=O)c1cc2ccccc2oc1=O)c1ccccc1 (stereo unspecified)	1.3	i	i	i	i	i	i	i	i	i	i
CCOC(=O)c1c(C)c(C(=O)NC2CCCCC2)c(C)n1CC	1.2	·	i	i	i	i	i	·	·	·	i
CC(=O)Cn1nnc2sc3c(c2c1=O)CCC(C(C)(C)C)C3 (stereo unspecified)	2.7	i	i	i	i	i	i	i	i	i	i
COc1ccc(N=Nc2nc3ccc(Br)cc3n2C)cc1	22.3	i	i	i	i	i	i	i	i	i	i
CCc1cccc(C)c1NC(=S)NCc1cccn1C	18.8	i	i	i	i	i	i	i	i	i	i
CCN(CC)CCN(C(=O)C1=COCCO1)c1nc2ccc(C)cc2s1	1.5	i	i	i	i	i	i	i	i	i	i
Cc1nc2cc(C(=O)N3CCN(C)CC3)ccc2n1C	-1.7	i	i	i	i	i	i	i	i	i	i
CCn1cc(CN2CCC(n3nccc3NC(=O)CCCc3ccccc3)CC2)c(C)n1	-8.2	i	i	i	i	i	i	i	i	i	i
Nc1nc2ccccc2n1/N=C/c1cccnc1	-2.2	i	i	i	i	i	i	i	i	i	i
Going on with the list:
SMILES	SKKanGAS inh	MrgX1 antagonist	TRPC4 inh	TRPC4 agonist	TRPC6 inhibitor	TRPC4 PAM	TRPC6 activator	MrgX1 allo act	MrgX1 ag	ANO1 block	ANO1 activ
CCCSCCCNC(=O)CC1Oc2ccccc2NC1=O (stereo unspecified)	4.9	-4.92*	i	i	i	i	i	i	i	i	i
NC(=O)c1ccsc1NC(=O)c1nc(-c2ccccc2)n(-c2ccccc2)n1	18.7	i	i	i	i	i	i	i	i	i	i
O=C(O)c1ccccc1C(=O)Nc1ccc(S(=O)(=O)N2CCCC2)cc1	-1.4	i	i	i	i	i	i	i	i	i	i
COC(=O)c1ccc(C(=O)OC)c(NC(=O)/C=C/C(=O)O)c1	-2.6	i	i	i	i	i	i	i	i	i	i
CCc1noc(C)c1C(=O)N1CCCC(C(=O)c2cc(F)ccc2F)C1 (stereo unspecified)	-10.5	i	i	i	i	i	i	i	i	i	i
CCOC(=O)c1cccc(Nc2nc(-c3cccnc3)nc3ccccc23)c1	13.2	-4.58*	i	i	i	i	i	i	i	i	i

Screens (PubChem)
